GSTO1 counter – blocks human GSTO1 in RBBP9 counter-screen; P78417; recombinant GSTO1, activity-based probe fluorescence polarization; inhibition, % at 5.96 µM; hit rate 1.1% among 300,000; AID 1974;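 active = inhibition above the campaign mean inhibition plus 3 SD, cut at about 35% in these data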;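 also: 0% = GSTO1-1 with DMSO and 100% = wells lacking GSTO1-1 enzyme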
Target sequence (P78417 whole entry, looked up): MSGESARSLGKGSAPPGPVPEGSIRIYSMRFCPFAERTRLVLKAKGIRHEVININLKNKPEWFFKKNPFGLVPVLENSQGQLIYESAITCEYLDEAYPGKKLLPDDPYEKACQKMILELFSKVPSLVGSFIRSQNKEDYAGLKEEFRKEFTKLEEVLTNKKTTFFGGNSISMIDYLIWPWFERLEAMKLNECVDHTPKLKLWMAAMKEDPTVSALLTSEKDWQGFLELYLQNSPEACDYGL
PME-1 primary – PME-1 (human) inhibition. Q9Y570. recombinant PME-1, FP-Rh probe fluorescence polarization. inhibition, % at 5.9 µM. hit rate 0.53% among 320,000. AID 2130;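 active = inhibition above the campaign mean of all compounds plus 3 SD, cut at about 26% in these data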;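 also: competitive labeling of PME-1 active site by serine hydrolase directed probe; 0% = PME-1 with DMSO and 100% = wells lacking PME-1 enzyme; inhibitors block probe labeling so polarization falls and inhibition rises; many of its hits are not listed in these tables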
PAFAH1B3 FP inh – inhibitors of human PAFAH1B3; Q15102; hit rate 0.28% among 340,000; AID 492972; recombinant PAFAH1B3, FP-rhodamine probe, fluorescence polarization; inhibition, % at 3.39 µM;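 active = inhibition above the screen-wide average of all tested compounds plus 3 SD, cut at about 25% in these data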;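 also: 0% = enzyme with DMSO only and 100% = wells lacking PAFAH1B3 protein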
Target sequence (Q15102 whole entry, looked up): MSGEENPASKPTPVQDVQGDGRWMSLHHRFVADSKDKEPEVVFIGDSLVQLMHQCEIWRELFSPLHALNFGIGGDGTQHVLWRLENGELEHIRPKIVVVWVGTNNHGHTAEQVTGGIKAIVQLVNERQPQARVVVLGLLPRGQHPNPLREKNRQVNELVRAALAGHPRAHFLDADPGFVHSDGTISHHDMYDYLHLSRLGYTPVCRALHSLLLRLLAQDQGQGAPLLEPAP
PAFAH1B2 FP inh – inhibitors of human PAFAH1B2; hit rate 1.2% among 340,000; recombinant PAFAH1B2, FP-rhodamine activity probe, fluorescence polarization; inhibition, % at 3.39 µM; P68402; AID 492953;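 active = inhibition above the mean of all tested compounds plus 3 SD, cut at about 24% in these data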;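 also: 0% = enzyme with DMSO and 100% = wells lacking PAFAH1B2; many of its hits are not listed in these tables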
Target sequence (P68402 whole entry, looked up): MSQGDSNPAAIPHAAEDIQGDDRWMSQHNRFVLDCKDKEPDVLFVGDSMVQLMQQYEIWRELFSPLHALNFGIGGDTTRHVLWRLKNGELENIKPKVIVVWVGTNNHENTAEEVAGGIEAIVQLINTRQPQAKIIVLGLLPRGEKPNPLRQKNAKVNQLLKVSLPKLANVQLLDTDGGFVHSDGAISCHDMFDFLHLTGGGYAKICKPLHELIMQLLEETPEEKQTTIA
LYPLA1 inh – LYPLA1 (human) inhibition in PME1 counter-screen; recombinant LYPLA1, FP-Rh probe fluorescence polarization; inhibition, % at 5.9 µM; O75608; hit rate 0.16% among 320,000;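 active = inhibition above the mean of all tested compounds plus 3 SD, set per campaign, cut at about 14% in these data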;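 also: inhibitors block serine hydrolase probe labeling of LYPLA1 so polarization falls; 0% = enzyme with DMSO and 100% = wells lacking LYPLA1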
Target sequence (O75608 whole entry, looked up): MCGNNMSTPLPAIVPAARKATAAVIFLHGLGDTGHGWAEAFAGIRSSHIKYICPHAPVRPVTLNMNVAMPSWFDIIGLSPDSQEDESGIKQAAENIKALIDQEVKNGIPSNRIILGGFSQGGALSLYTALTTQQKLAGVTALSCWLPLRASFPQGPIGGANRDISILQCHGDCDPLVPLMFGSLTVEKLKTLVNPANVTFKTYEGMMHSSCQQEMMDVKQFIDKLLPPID
PAD4 FP inh – PAD4 (human) enzyme inhibition. recombinant PAD4, RCA probe fluorescence polarization. inhibition, % at 6.36 µM. hit rate 0.41% among 330,000;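 active = percent inhibition above a cutoff equal to the mean of all tested compounds plus 3 SD, cut at about 15% in these data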;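 also: 0% = PAD4 with RCA probe and DMSO and 100% = probe without PAD4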
Fam108B inh – counter-screen for RBBP9 inhibitors: inhibitors of mouse Fam108B; recombinant Fam108B, FP-Rh probe fluorescence polarization; inhibition, % at 9.51 µM; hit rate 0.33% among 300,000;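 active = inhibition above the screen mean inhibition plus 3 SD, computed separately per campaign, cut at about 18% in these data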;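 also: inhibitors lower polarization as less probe binds the enzyme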
PAFAH2 FP inh – inhibitors of human PAFAH2; hit rate 0.99% among 340,000; inhibition, % at 3.39 µM; Q99487; AID 492956; recombinant PAFAH2, FP-rhodamine activity probe, fluorescence polarization;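 active = inhibition above the mean over all tested compounds plus 3 SD, cut at about 30% in these data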;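 also: inhibitors block probe labeling of enzyme so polarization drops; 0% = enzyme with DMSO and 100% = wells lacking PAFAH2 protein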
pPAFAH FP inh – pPAFAH (human) enzyme inhibition; inhibition, % at 3.39 µM; AID 463082; recombinant pPAFAH, FP-rhodamine probe fluorescence polarization; Q13093; hit rate 1.5% among 330,000;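 active = inhibition above the mean inhibition across the screen plus 3 SD, cut at about 25% in these data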;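 also: inhibitors block binding of the rhodamine activity-based probe so polarization drops; 0% = enzyme with DMSO and 100% = wells lacking pPAFAH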
* hit, by the source's call; x = not tested or not shown. Only part of the results is shown. The share of hits here may be higher or lower than overall.

#	mol	PME-1 primary	PAD4 FP inh	pPAFAH FP inh	PAFAH1B2 FP inh	LYPLA1 inh	GSTO1 counter	PAFAH2 FP inh	PAFAH1B3 FP inh	Fam108B inh
1	CCOC(=O)C1C(c2ccc(OC)c(OC)c2)c2c([nH][nH]c2=O)CC1(C)O (centres undefined)	1.4	0.2	1.9	5.8	-0.7	-0.1	-3.1	4.3	-3.0
2	COc1ccc(-c2cc3nc(C4CCN(C(=O)OC(C)(C)C)CC4)c(C(=O)O)cn3n2)cc1	0.2	-4.2	3.1	4.1	-4.2	-3.8	1.1	0.4	-1.6
3	Clc1cccc(CSc2nnc(-c3cccnc3)n2Cc2ccco2)c1	6.9	1.1	16.2	5.9	0.6	-6.7	6.6	-1.0	0.2
4	COC(=O)CCC(=O)c1ccc(OC)c(Cl)c1	-1.3	4.3	-3.2	x	1.5	1.1	x	x	1.7
5	N#CCCn1cc(C(CC(=O)c2ccccc2)C(=O)O)c2ccccc21 (centres undefined)	0.8	-1.4	-1.4	5.0	2.2	1.4	12.9	4.6	-0.1
6	CN1C(=O)C(CC(=O)NC2CCCCC2)N(C)C1=O (centres undefined)	-5.1	-0.8	-0.5	-3.2	1.8	5.6	-7.6	2.8	-5.0
7	Cc1noc(C)c1S(=O)(=O)N1CCC(C(=O)Nc2ccc(Br)cc2)CC1	2.1	0.2	1.3	2.9	-1.1	2.5	2.2	-0.7	-1.2
8	COc1ccc(N(CCC(=O)O)S(=O)(=O)c2ccc(C)c(C)c2)cc1	-0.3	1.1	0.0	-1.3	1.2	-0.9	-4.0	3.4	1.6
9	COc1ccc(Cc2nnc(NC(=O)C3CCCO3)s2)cc1 (centres undefined)	-1.0	-3.6	2.8	2.3	-2.1	2.6	-5.5	1.8	2.1
10	Cc1c(C(=O)O)sc2[nH]c(=O)n(Cc3ccccc3)c(=O)c12	5.2	-4.5	-2.3	4.1	1.8	-2.3	-0.7	3.6	-3.6
11	O=S(=O)(NCCc1ccncc1)c1ccc(S(=O)(=O)N2CCCCCC2)cc1	1.2	3.7	3.6	7.1	-0.6	6.7	1.6	-0.1	1.4
12	O=C(O)c1cccc(-n2c(/C=C/c3cccc([N+](=O)[O-])c3)nc3ccccc3c2=O)c1	0.4	0.4	-0.9	0.8	-1.9	-8.6	2.0	12.3	2.2
13	COc1ccc(C(=O)CCC(=O)Nc2cccnc2)c(OC)c1	4.4	-3.1	-2.5	5.6	-1.1	-3.8	-0.4	9.1	-0.8
14	Cc1nc(SC(C)C(=O)Nc2c(C)n(C)n(-c3ccccc3)c2=O)nc(C)c1C (centres undefined)	-4.3	-1.1	2.9	5.0	-1.2	x	8.0	7.5	x
15	CCOC(=O)CCCCC(=O)c1[nH]c(=O)[nH]c1CN1CCOCC1	0.4	-1.4	-2.7	-2.4	1.6	4.8	-2.5	4.5	-4.4
16	COc1ccccc1C(=O)Nc1cccc(Oc2c(F)c(F)c(F)c(F)c2F)c1	-0.9	5.1	3.8	x	-6.3	3.2	x	x	-5.7
17	CCOc1ccc(S(=O)(=O)N2CCN(C(=O)C3CSC4(C)CCC(=O)N34)CC2)cc1 (centres undefined)	3.0	2.1	0.6	2.2	1.6	x	8.8	-0.8	x
18	O=c1c2ccccc2nc(N/N=C/c2ccc(O)cc2)n1O	-8.8	-1.1	4.7	-0.3	-0.2	19.6	2.6	6.0	0.5
19	O=C(c1ccc(-n2cccc2)cc1)N1CCCCC1	-1.8	-2.5	5.5	-1.3	1.3	8.0	-2.2	5.5	-0.6
20	Cc1ccc(NC(=O)c2ccc(COc3ccccc3[N+](=O)[O-])o2)nc1	5.2	0.1	3.3	4.1	-1.1	x	0.7	4.8	x

The list goes on (2 carried over from the part before).
#	mol	PME-1 primary	PAD4 FP inh	pPAFAH FP inh	PAFAH1B2 FP inh	LYPLA1 inh	GSTO1 counter	PAFAH2 FP inh	PAFAH1B3 FP inh	Fam108B inh
19	O=C(c1ccc(-n2cccc2)cc1)N1CCCCC1	-1.8	-2.5	5.5	-1.3	1.3	8.0	-2.2	5.5	-0.6
20	Cc1ccc(NC(=O)c2ccc(COc3ccccc3[N+](=O)[O-])o2)nc1	5.2	0.1	3.3	4.1	-1.1	x	0.7	4.8	x
21	COCCCNC(=O)C[C@H]1C[C@H](C(=O)N2CCOCC2)[C@@]2(C)c3[nH]c4cc(CCC(=O)N(C)C)ccc4c3CCN2C1=O	x	0.5	5.1	2.0	x	x	-5.2	3.7	x
22	COc1ccc(OC)c(C(=O)N(C[C@H]2CC[C@@H]([C@@H]3CC[C@H](CO)O3)O2)C(C(=O)NC(C)(C)C)c2ccc(-c3ccccc3)cc2)c1 (some centres undefined)	x	-3.0	8.0	0.4	x	x	3.2	-0.9	x
23	Cc1nn(Cc2ccc(Cl)c(Cl)c2)c(C)c1NC(=O)c1cc(CC(C)C)on1	-1.6	3.0	0.0	-4.7	3.9	-2.1	4.2	1.4	-4.0
24	Cc1c(/C(O)=C2/C(=O)C(=O)N(CCN3CCOCC3)C2c2cccnc2)cnn1-c1ccccc1 (centres undefined)	4.4	-3.2	1.9	-0.1	-0.7	-2.2	2.6	6.6	3.4
25	c1ccc(CCCN2CCN(c3ccccc3)CC2)cc1	-1.9	-4.2	6.4	0.1	-0.3	3.5	0.9	2.9	0.6
26	COc1ccc(Cl)cc1C(=O)O/N=C(\N)c1ccccn1	-0.3	1.1	1.6	-2.8	-1.6	2.9	-0.1	3.2	4.8
27	COc1ccc(CC(=O)NNS(=O)(=O)c2ccc([N+](=O)[O-])cc2)cc1OC	-1.9	-3.3	1.5	2.7	-0.2	-0.1	-3.4	-3.9	0.9
28	Cc1ccc(F)cc1CNC(=O)c1cc(COc2ccc3ncccc3c2)on1	-0.5	-3.0	3.8	x	2.1	-8.7	x	x	0.4
29	CN1C(c2ccccc2)CC(=NO)CC1c1ccccc1 (centres undefined)	-2.2	-2.9	3.9	2.0	2.4	0.5	2.3	7.1	6.3
30	Cc1cccc(C(=O)NCC(=O)N2CCN(S(=O)(=O)/C=C/c3ccccc3)CC2)c1	-2.7	-1.1	4.5	0.2	-1.2	x	-1.6	3.8	x
31	Cc1c(NC(=O)CCCCCN2C(=O)C3C4C=CC(C4)C3C2=O)c(=O)n(-c2ccccc2)n1C (centres undefined)	-8.1	4.3	4.5	-3.1	2.3	0.2	1.5	3.7	-3.3
32	COc1ccc(CNC(=O)C(c2ccco2)N(C(=O)c2snc(C(N)=O)c2N)c2ccccc2OC)cc1 (centres undefined)	11.9	-1.9	7.9	0.1	-3.8	-4.5	-0.3	4.2	-1.8
33	COc1ccc(C(=O)NNC(=O)c2cccc(S(=O)(=O)N3CCOCC3)c2)cc1	x	3.0	4.8	0.2	x	x	1.4	16.6	x
34	Cn1cnc(C(=O)N2CCc3ccccc3C2)c1C(=O)N1CCc2ccccc2C1	x	1.4	-0.7	3.0	x	x	-6.2	6.5	x
35	COc1ccc(NC(=O)CS(=O)(=O)c2cn(CC(=O)N3CCOCC3)c3ccccc23)cc1OC	6.6	2.4	0.8	1.7	1.5	2.2	-2.2	1.8	-1.7
36	COc1cc(/C=C2\CC/C(=C\c3cc(OC)c(OC)c(OC)c3)C2=O)cc(OC)c1OC	-8.1	-3.0	2.5	5.8	-1.0	0.3	0.2	3.3	-3.0
37	COc1ccc(OC)c(C(C)NS(=O)(=O)c2cccs2)c1 (centres undefined)	3.0	-4.4	5.3	1.8	2.3	x	5.0	5.9	x
38	COc1ccc(CN(CCCN2CCOCC2)S(=O)(=O)N(C)C)cc1OC	6.2	-2.0	2.6	1.9	3.4	8.9	-6.9	-2.0	-1.4
39	CCOCCCNC(=O)C(c1ccc(OC)cc1)N(Cc1ccc2c(c1)OCO2)C(=O)c1ccccc1O (centres undefined)	2.3	2.8	-1.7	-0.7	1.2	-0.5	-5.3	6.2	7.0
40	C=CCN(CC=C)CCCOc1ccc(Br)cc1Cl	-0.4	0.6	2.0	3.4	2.7	5.2	-0.1	4.3	2.4
41	Cc1cccc(C2=N/C(=C/c3cccs3)C(=O)O2)c1	0.5	-1.1	-0.1	1.1	-2.1	-2.1	2.9	0.7	1.8
42	Cc1cccc(OCCCC(=O)Nc2nnc(C3CCCO3)s2)c1C (centres undefined)	-3.6	-4.3	7.0	-4.7	5.5	-1.3	-1.9	7.4	0.6
43	CCCCC(=O)c1c(O)c2ccccc2oc1=O	-2.1	-0.9	11.3	-0.6	1.2	-7.4	1.3	6.3	3.4
44	CCOC(=O)C1CCN(C(=O)c2ccc(Cl)c(Cl)c2)CC1	-1.9	-7.7	-0.5	-2.6	1.4	-1.7	-9.8	5.2	2.2
45	CCCCC(=O)Nc1ccc(C2C(=O)c3ccccc3C2=O)cc1	-4.2	0.3	-5.8	-0.2	-5.3	-3.2	-0.6	-2.9	-2.2
46	COc1ccc(NC(=O)CN2C(=O)NC3(CCCC3)C2=O)cc1Cl	-1.9	0.0	-2.8	3.6	0.9	27.6	-14.9	5.4	-9.5
47	Cc1c(NC(=O)C(C)Oc2cccc(F)c2)c(=O)n(-c2ccccc2)n1C (centres undefined)	x	-5.6	-7.7	-0.7	x	x	3.0	11.2	x
48	CCOc1ccccc1/C=N/n1c(C2CCCCC2)n[nH]c1=S	1.2	-5.2	13.9	-1.9	0.1	-4.5	6.1	3.0	-1.1
49	CN(C(=O)COC(=O)c1n[nH]c(=O)c2ccccc12)c1ccccc1	-1.6	3.2	-1.4	-1.1	-4.1	x	-5.5	3.3	x
50	CCOC(=O)c1c(C)[nH]c(C(=O)OCc2ccc(C)cc2)c1C	-2.4	-4.3	24.4	4.2	0.1	-7.1	-7.0	14.6	-4.4
51	CCNC(=O)NC(=O)C(C)OC(=O)c1cccnc1SC (centres undefined)	1.4	2.2	-2.2	2.6	-1.4	4.3	7.7	4.5	-1.2
52	CC1=C(C(=O)Nc2ccc(C)cc2C)C(c2ccc(C)o2)NC(=O)N1 (centres undefined)	-5.3	-3.0	-3.4	3.8	-2.2	-2.7	0.9	-5.6	2.3
53	CC1CCCCN1C(=O)c1cc2ccccc2cc1O (centres undefined)	2.3	-2.0	-0.5	-0.5	2.8	-1.8	-5.2	3.9	3.5
54	CC1CCc2nc(/C(C#N)=C/c3cccnc3)sc2C1 (centres undefined)	6.5	-0.4	-0.5	0.1	-3.8	2.0	-0.5	-1.3	-0.7
